Source: PubChem BioAssay
Mac1 fbg enh = enhancers of human CD11b/CD18 binding to fibrinogen | 93,000 compounds, 0.07% hits | K562 CD11b/CD18 adhesion to fibrinogen, ATPlite luminescence | P05107+P11215 | activation, % at 10 µM | AID 1499;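 active means 10 µM primary screen giving 50% or more activity, confirmed by 40% or more on retest at that dose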; further: strong numbers were not always called active; reference of the scale not given here
Target sequence (P05107 whole entry, looked up, other chains not shown): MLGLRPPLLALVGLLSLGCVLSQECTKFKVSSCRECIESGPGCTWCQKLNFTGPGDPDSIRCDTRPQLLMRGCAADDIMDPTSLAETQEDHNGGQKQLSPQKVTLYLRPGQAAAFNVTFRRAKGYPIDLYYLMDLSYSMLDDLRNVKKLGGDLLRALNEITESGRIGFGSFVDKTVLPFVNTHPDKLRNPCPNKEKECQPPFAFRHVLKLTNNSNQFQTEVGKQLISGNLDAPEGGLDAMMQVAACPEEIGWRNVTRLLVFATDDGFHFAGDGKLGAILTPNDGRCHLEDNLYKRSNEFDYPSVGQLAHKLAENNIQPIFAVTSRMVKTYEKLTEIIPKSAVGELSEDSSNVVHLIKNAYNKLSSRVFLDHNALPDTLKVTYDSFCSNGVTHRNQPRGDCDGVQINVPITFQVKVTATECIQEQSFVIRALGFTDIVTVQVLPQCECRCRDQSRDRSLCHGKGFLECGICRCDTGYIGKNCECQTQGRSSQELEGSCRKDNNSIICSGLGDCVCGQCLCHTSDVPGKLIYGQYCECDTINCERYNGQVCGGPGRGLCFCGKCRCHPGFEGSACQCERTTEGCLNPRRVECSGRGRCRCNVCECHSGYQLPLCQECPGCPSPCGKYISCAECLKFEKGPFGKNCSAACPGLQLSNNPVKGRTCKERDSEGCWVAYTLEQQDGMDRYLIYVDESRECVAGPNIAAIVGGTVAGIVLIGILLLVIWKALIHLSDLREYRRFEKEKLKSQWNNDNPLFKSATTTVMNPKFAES
* hit, by the source's call. This is a subset (hit frequency here may not be typical).

No.	Mac1 fbg enh	canonical_smiles
1	-4	Cc1nn(C)c(C(=O)Nc2ccn(Cc3c(F)c(F)cc(F)c3F)n2)c1[N+](=O)[O-]
2	0	CCc1ccc(OCC(=O)N2c3ccccc3CCc3ccccc32)cc1
3	2	CN(/C=C/C(=O)C(F)(F)C(F)(F)F)Cc1ccccc1
4	4	Cc1ccc(Cn2cccc(-c3nc4ccccc4s3)c2=O)cc1
5	0	Cc1ccc(S(=O)(=O)N2CC=C(c3ccc(F)cc3)CC2)cc1
6	-10	Cc1cc(Br)ccc1NC(=S)Nc1cccc([N+](=O)[O-])c1
7	-5	CC1CC(C)CN(S(=O)(=O)c2cccc(C(=O)N3C(=O)c4cccc(N)c4C3=O)c2)C1 (configuration not stated)
8	2	CC(=O)Nc1cc(C(=O)N2CCc3ccccc3C2)ccc1Sc1ccc(Cl)cc1
9	0	Cc1cc(C)n2[nH]c(=O)c(N=Nc3cccc(Cl)c3)c2n1
10	-2	O=C(NCC(c1ccco1)N1CCCC1)c1ccccc1F (configuration not stated)
11	2	COc1ccc(-c2cc(C(=O)N/N=C/c3sccc3C)c3ccccc3n2)c(OC)c1
12	0	O=C(NC(=S)N1CCc2ccccc21)c1ccccc1
13	-1	Cc1ccnc2nc(C(=O)OCC(=O)NCCc3ccc(Cl)cc3)nn12
14	1	COc1ccc(C2(C(=O)Nc3ccc(S(=O)(=O)Nc4nc(C)cc(C)n4)cc3)CCCC2)cc1OC
15	1	CC(C)(C)C(=O)Oc1ccc2cc(-c3ccc4ccccc4n3)c(=O)oc2c1
16	-3	Cc1ccc(-c2cn3cccnc3n2)cc1NC(=O)c1cccs1
17	2	COc1cc(CCC(=O)Oc2ccc(C(C)=O)cc2)cc(OC)c1OC
18	4	COc1cc(NC(=O)CN2C(=O)C(c3ccccc3)=NC23CCCCCC3)cc(OC)c1
19	-3	CCOC(=O)C1C(c2ccc(O)c(OCC)c2)NC(=S)NC1(O)C(F)(F)F (configuration not stated)
20	-3	Cc1ccc(NC(=O)c2nn(C34CC5CC(CC(C5)C3)C4)cc2[N+](=O)[O-])cc1
21	-4	COc1ccccc1N1CC(C(=O)Nc2ccc(S(=O)(=O)N3CCOCC3)cc2)CC1=O (configuration not stated)
22	-3	O=C(NC1CCN(C(=S)NCc2ccco2)CC1)C1CCCCC1
23	-5	COc1ccc(NC(=O)c2cc([N+](=O)[O-])nn2Cc2ccccc2)c(C)c1
24	-2	C=CCN1C(=O)CS/C1=N\S(=O)(=O)c1ccc(Cl)cc1
25	-2	CC(=O)NS(=O)(=O)c1cccnc1Nc1ccc(Cl)c(Cl)c1
26	1	COc1ccc(C(=O)NCc2ccc3c(c2)OCO3)cc1S(=O)(=O)N(C)Cc1ccccc1
27	36	CC(C(=O)Nc1cc([N+](=O)[O-])ccc1Cl)N1CCN(c2ccc(O)cc2)CC1 (configuration not stated)
28	-10	Cc1cc(OC(F)F)ccc1NC(=O)Nc1ccc([N+](=O)[O-])cc1
29	-4	COc1ccc(/C=C2\CCc3ccccc3C2=O)cc1OC
30	-6	CCOC(=O)N1CCC(N2CCN(S(=O)(=O)c3ccc4ccccc4c3)CC2)CC1
31	-5	O=C(Nc1ccc(Cl)c(Cl)c1)Nc1ccc(Br)cc1F
32	-5	Cc1cccc(C(=O)N[C@H](C(=O)Nc2nccs2)C(C)C)c1
33	88	CN(C)c1ccc([C@@H]2[C@@H]([N+](=O)[O-])[C@H]3C=Cc4ccccc4N3[C@H]2C(=O)c2ccc(Cl)cc2)cc1
34	-3	OCCCCNCc1ccc(OCc2ccc(Cl)cc2Cl)cc1
35	1	Cc1ccccc1NC1=C(Cl)C(=O)OC1OC(C)C (configuration not stated)
36	0	CC[n+]1c(-c2ccc(C)cc2)csc1Nc1c(C)n(C)n(-c2ccccc2)c1=O
37	0	COc1ccc(NC(=O)CCCc2c[nH]c3ccccc23)cc1OC
38	1	CN(C)/C=C(/C(=O)c1ccc(Cl)cc1)S(=O)(=O)c1ccccc1
39	-1	CC(C)(C)c1ccc(OCC(=O)N/N=C/c2ccsc2)cc1
40	-4	CC(=O)c1cccc(NC(=O)CSCc2ccccc2)c1
41	-1	COc1ccc(OC)c(NC(=O)c2cccnc2Sc2cc(C)ccc2C)c1
42	14	COc1ccc(/C=C\C(=O)Oc2cccc(/C=N/NC(=O)Cc3ccc(OC)c(OC)c3)c2)cc1
43	52	N#CC(C#N)=C1C=CC=CN1/C(=C\c1ccco1)C(=O)c1ccc(-c2ccccc2)cc1
44	5	COc1ccc2c(C)cc(Sc3nnnn3-c3ccccc3)nc2c1
45	-4	Cc1ccc(NC(=O)CSc2nnc(-c3cccnc3)s2)cc1
46	-1	O=C(Nc1ccccc1Cl)c1cccc(COc2cc(Cl)ccc2Cl)c1
47	5	O=C(CCl)Nc1ccc(Oc2cnc3ccccc3n2)cc1
48	0	Cc1cc(C)n2nc(-c3sccc3-n3c(C)ccc3C)cc2n1
49	4	Nc1ccccc1Nc1cc(-c2ccccc2)nn1-c1cccc(Cl)c1
50	9	Clc1ccc(COn2c(-c3ccc(Cl)cc3)nc3ccccc32)cc1
51	-2	O=C(/C=C/c1ccccc1)NC1CCSC1=O (configuration not stated)
52	-1	O=C(Cc1c[nH]c2ccccc12)NCc1cccs1
53	4	O=C(CSc1nnc(CNC(=O)C23CC4CC(CC(C4)C2)C3)n1-c1ccccc1)Nc1ccccc1
54	6	CCOc1cc(NC(=S)NCCCOC)c(OCC)cc1NC(=O)c1ccco1
55	-3	CCCn1c(SCC(=O)N2c3ccccc3CCc3ccccc32)nc2c1c(=O)n(C)c(=O)n2C
56	31	CC(=O)NCCC(=O)Nc1nc(-c2cccs2)c(-c2cccs2)s1
57	-2	CCOC(=O)c1cc2c(nc1NC(=S)NCc1ccccc1)CCCC2
58	-4	COc1cccc(/C=C2\SC(=S)N(N3CCOCC3)C2=O)c1OC
59	-2	CC(C)(C)C(=O)Nc1ccc(C(=O)N/N=C/c2ccccc2OC(=O)c2ccccc2)cc1
60	-3	Cc1ccc(S(=O)(=O)Nc2cccc(/C=C/C(=O)O)c2)cc1

3 structures out of the list, sorted by molar mass, falling:
No.	Mac1 fbg enh	canonical_smiles
36	0	CC[n+]1c(-c2ccc(C)cc2)csc1Nc1c(C)n(C)n(-c2ccccc2)c1=O
37	0	COc1ccc(NC(=O)CCCc2c[nH]c3ccccc23)cc1OC
35	1	Cc1ccccc1NC1=C(Cl)C(=O)OC1OC(C)C (configuration not stated)

Going on with the list:
No.	Mac1 fbg enh	canonical_smiles
61	1	CC(=O)CSc1nnc(-c2ccncc2)n1C
62	18	Brc1ccc(-c2csc(N/N=C/c3ccc4c(c3)OCO4)n2)cc1
63	8	Cc1cs/c(=N/C(=S)Nc2ccccc2)n1C
64	3	Cc1ccc(CCNC(=O)C23CN(Cc4ccccc4)CC2C(c2cccc([N+](=O)[O-])c2)=NO3)cc1 (configuration not stated)
65	-3	Cn1c(CN2CCOCC2)nnc1SCc1ccccc1
66	5	Cc1nn(CC(=O)Nc2ccccn2)c(C)c1[N+](=O)[O-]
67	-4	O=C(CSCc1nc2ccccc2[nH]1)Nc1ccc2ccccc2c1
68	-3	COc1ccc(/C=N/NC(=O)CO/N=C(\C)c2cccs2)cc1
69	-3	CCn1cc([N+](=O)[O-])c(C(=O)Nc2ccc3c(c2)OCCO3)n1
70	6	Cc1cccc(C)c1NC(=O)c1cc2c(=O)c3ccccc3oc2nc1C(F)(F)F
71	3	Cc1nn(S(=O)(=O)c2cccs2)c(C)c1Sc1ccccc1
72	4	O=C(NCC1CCCO1)C1CC1(c1ccccc1)c1ccccc1 (configuration not stated)
73	2	CC1=NN(c2ccccc2)C(=O)C1C(=O)c1ccccc1 (configuration not stated)
74	13	Cc1ccc(-c2cc(C(=O)Nc3ccc(S(=O)(=O)Nc4ncccn4)cc3)c3ccccc3n2)cc1
75	-13	COc1ccc(C(=O)Nc2ccccc2C(=O)N/N=C/c2ccc(O)c(OC)c2)cc1
76	-2	Cc1cc(/C=C(/C#N)C(=O)Nc2ccccc2)c(C)n1-c1cccnc1
77	-10	CC1CCc2c(sc(NC(=O)c3ccc(-c4ccccc4[N+](=O)[O-])o3)c2C#N)C1 (configuration not stated)
78	7	COc1ccc(NC(=O)/C(=C/c2cccnc2)NC(=O)c2cccs2)cc1
79	-1	CCC(=O)NC(=S)Nc1ccc(S(=O)(=O)NC(C)C)cc1
80	-2	Cc1ccc(S(=O)(=O)N(CC(=O)Nc2cccc(N(C)S(C)(=O)=O)c2)c2ccc(Cl)c(Cl)c2)cc1
81	15	O=C(Cn1ccc([N+](=O)[O-])n1)NCc1cccs1
82	3	COc1ccc(-c2c(C)oc3ccc(C)cc23)cc1
83	-1	Cn1nc(-c2ccccc2)c(C(=O)Nc2ccc(C(F)(F)F)cc2)c1Cl
84	-1	CC1=C(C(=O)Nc2ccc([N+](=O)[O-])cc2)C(c2cccc(C(F)(F)F)c2)NC(=S)N1c1ccccc1 (configuration not stated)
85	-4	Cc1ccc(C(=O)Nn2cnc3scc(-c4cccs4)c3c2=O)c(O)c1
86	-2	Cc1ccc(NC(=O)Nc2cccc([N+](=O)[O-])c2)cc1F
87	-1	O=C(Oc1cc2oc(=O)c3c(c2cc1Cl)CCCC3)c1cccs1
88	-4	CCN(c1ccc(NC(=O)COC(=O)CCC(=O)c2ccc(F)cc2)cc1)C(C)C
89	-2	CC1CCc2c(sc3ncnc(NCCCOC(C)C)c23)C1 (configuration not stated)
90	-6	O=C(O)Cc1csc(Nc2cccc(Cl)c2)n1
91	-1	N#C/C(=C\c1cccs1)C(=O)NCc1cccnc1
92	63	COc1cccc(/C=c2\s/c(=C/C(=O)c3ccc(C)cc3)[nH]c2=O)c1OC
93	3	CCc1cc2c(SCC(=O)Nc3ncc(Cl)c(C)c3Cl)ncnc2s1
94	-3	Cc1cc(C)cc(N(C(=O)Cc2cccs2)C(C(=O)NC2CCCC2)c2ccc(C)o2)c1 (configuration not stated)
95	-3	COC(=O)CCC(=O)NNC(=O)c1ccc(Cl)cc1Cl
96	3	CCCCC1C2=C(CCCC2=O)OC2=C1C(=O)CCC2
97	-2	S=c1[nH]nc(Cc2cccs2)n1-c1ccccc1
98	58	O=C(COC(=O)c1c2c(nc3ccccc13)/C(=C/c1cccc([N+](=O)[O-])c1)CCC2)NC1CCS(=O)(=O)C1 (configuration not stated)
99	-2	Cc1c(CCOC(=O)CC23CC4CC(CC(C4)C2)C3)sc[n+]1Cc1ccccc1
100	-3	O=C(O)c1cc(C2CC2)nn1-c1ccccc1
101	-2	O=C(NCN1CCN(CCO)CC1)c1cnccn1
102	30	O=C(CCCN1C(=O)/C(=C/c2ccccc2Cl)SC1=S)NNC(=O)c1ccccc1
103	-2	O=C(NCc1cccnc1)/C(=C/c1ccc(-c2cccc(Cl)c2)o1)S(=O)(=O)c1ccccc1
104	-2	COc1cc(CNc2ccc(CNc3ncn[nH]3)cc2)ccc1OCc1ccccc1
105	3	CC(=O)N1CCN(CC(=O)Nc2ccc(SC(F)F)cc2)CC1
106	0	O=C(O)COc1ccc(/C=N/NC(=O)C2CCCN2S(=O)(=O)c2ccc(Cl)cc2)cc1 (configuration not stated)
107	2	Cc1ccc(C(=O)NC(=S)Nc2ccc(S(=O)(=O)N(C)c3ccccc3)cc2)cc1
108	0	CCOC(=S)N/C(=N\S(=O)(=O)c1ccc(C)cc1)c1ccccc1
109	0	Cc1ccc(Sc2c(C)nn(C(=O)C3CC3)c2C)cc1
110	-2	C#CC[N+](C)(C)CCCCCCCCCC
111	-1	COc1cc2c(cc1NC(=O)c1cccc(Br)c1)CCCC2
112	-2	CCCOc1ccc(-c2csc(N)n2)cc1[N+](=O)[O-]
113	1	COc1ccc(NC(=O)CN2C(=O)C(C)SC(C)C2=O)c(OC)c1 (configuration not stated)
114	15	CC1=NN(c2ccccc2)C(=O)/C1=C\C=C1/N(C)c2ccccc2C1(C)C
115	19	S=c1[nH]nc(-c2ccco2)n1/N=C/c1ccc(Cl)c(Cl)c1
116	-5	Cc1cc(C)cc(-n2c(C)cc(/C=N/NC(=O)CN(c3c(C)cccc3C)S(C)(=O)=O)c2C)c1
117	2	ONC(=Nc1ccc(Cl)cc1)c1ccccc1
118	-3	COc1cccc(/C=N/NC(=O)c2cc3c(OC)cccc3[nH]2)c1OC
119	5	O=C(NCC1CCCO1)c1sc2cc(Cl)ccc2c1Cl (configuration not stated)
120	-4	Cc1cc(C)cc(NC(=O)c2snc3c(=O)[nH]cnc23)c1

Individual results from the list:
Value of O=C(Oc1cc2oc(=O)c3c(c2cc1Cl)CCCC3)c1cccs1 under Mac1 fbg enh: -1
Value of S=c1[nH]nc(-c2ccco2)n1/N=C/c1ccc(Cl)c(Cl)c1 under Mac1 fbg enh: 19
Value of CC1CC(C)CN(S(=O)(=O)c2cccc(C(=O)N3C(=O)c4cccc(N)c4C3=O)c2)C1 (configuration not stated) under Mac1 fbg enh: -5
Value of CC(=O)NCCC(=O)Nc1nc(-c2cccs2)c(-c2cccs2)s1 under Mac1 fbg enh: 31
Value of Clc1ccc(COn2c(-c3ccc(Cl)cc3)nc3ccccc32)cc1 under Mac1 fbg enh: 9

Next structures follow.
No.	Mac1 fbg enh	canonical_smiles
121	3	N#C/C(=C\c1cn(Cc2ccccc2C#N)c2ccccc12)C(=O)NCc1cccs1
122	-1	COc1ccc(/C=N/NC(=O)CCCCCNC(=O)c2ccccc2)cc1
123	53	COc1cc2c(cc1OC)C1=NC(=O)CN1C(SCc1ccccc1)=N2
124	-2	COc1cccc(OC)c1C(=O)NN1CCCCC1
125	0	CN(C)c1cc(C(F)(F)F)nc(-c2ccccn2)n1
126	-3	CCCc1nnc(NC(=O)COC(=O)c2cc(C)nc3ccccc23)s1
127	-2	O=C(NCCc1nc2ccccc2[nH]1)c1cc([N+](=O)[O-])cc([N+](=O)[O-])c1
128	-4	O=c1nc2ccccc2c2n1CC(CN1CCN(Cc3ccccc3)CC1)N2 (configuration not stated)
129	-1	Cn1c(=O)c2c(nc(-n3ccnc3)n2Cc2ccc([N+](=O)[O-])cc2)n(C)c1=O
130	-6	CCN(CC)S(=O)(=O)c1cccc(C(=O)N[C@H](C(=O)NCc2ccccc2F)C(C)C)c1
131	1	O=C(Cn1cnc2ccccc2c1=O)Nc1nnc(C2CC2)s1
132	85	CCNC(=O)COc1ccc(-c2ccccc2)cc1

Three entries drawn at random from the list so far, as already listed:
No.	Mac1 fbg enh	canonical_smiles
132	85	CCNC(=O)COc1ccc(-c2ccccc2)cc1
124	-2	COc1cccc(OC)c1C(=O)NN1CCCCC1
125	0	CN(C)c1cc(C(F)(F)F)nc(-c2ccccn2)n1
